IDE cell inh: human IDE inhibitors in live cells, primary screen, fluorescence polarization, HEK cells, FAbetaB substrate; Insulin-degrading enzyme (Homo sapiens), P14735; FAbetaB cleavage; inhibition, % at 5.59 µM; hit rate 0.41% among 320,000; AID 434962, 2010;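 active = percent inhibition above the average of all tested compounds plus 3 SD, set per screening campaign, cut at about 16% in these data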;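 note: IDE supplied by intact live HEK cells; FP after avidin binding of uncleaved biotin substrate so inhibition keeps polarization high; 0% = DMSO wells and 100% = 60 µM reference IDE inhibitor Ii1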
PHOSPHO1 block: PubChem AID 1565 | hit rate 1.1% among 290,000 | inhibition, % at 13.3 µM | Phosphoethanolamine/phosphocholine phosphatase (Homo sapiens), Q8TCT1 | recombinant PHOSPHO1, absorbance phosphatase assay; in the data active = inhibition above about 60%
CRFR2-BP ag: agonists of CRF-BP/CRF-R2 complex, primary screen, cell-based, HEK293, calcium dye fluorescence, uHTS. hit rate 0.46% among 350,000. calcium dye fluorescence (FLIPR); percent of saturating CRF peptide response. CRF-binding protein / CRF receptor 2 complex (human). activation, % at 13.2 µM;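 active = activation of at least 50%, plus an integration ratio under a set limit after plate pattern correction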;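 note: plate controls were neutral control wells without compound for no effect and CRF at EC100 for full effect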
IDE cell activ: human IDE activators in live cells, primary screen, fluorescence polarization, HEK cells, FAbeta-B substrate; FAbeta-B cleavage; 0% vehicle, 100% cell-free pure enzyme wells; activation, % at 5.96 µM; hit rate 0.073% among 340,000;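 active = activation above the mean of all tested compounds plus 3 SD, set per screening campaign, cut at about 17% in these data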
CRFBP-R2 block: antagonists of CRF-BP/CRF-R2 complex, primary screen, cell-based, HEK293, calcium dye fluorescence, uHTS; hit rate 0.59% among 350,000; CRF-induced calcium fluorescence; AID 588475, 2011; inhibition, % at 11.8 µM;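 active = inhibition of the ligand-induced calcium signal above about 50% at the single tested concentration, limit read from the data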
CHRM4 PAM: human M4 muscarinic receptor positive allosteric modulators, primary screen, CHO-K1 cells, Fluo-8 calcium fluorescence; Muscarinic acetylcholine receptor M4 (Homo sapiens), P08173; CHO-K1 hM4/Gqi5, ACh EC20; 0% = ACh EC20, 100% = maximal ACh; activation, % at 3 µM; hit rate 0.4% among 360,000;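 active = activation above its plate's cutoff, the mean activation of sample wells plus 3 SD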; note: some results filed as inactive read as strong as hits
p-CIP stab down: p/CIP-EGFP fusion destabilizers, primary screen, fluorescence, F442A cells; 16 h; decrease of EGFP signal, % at 10 µM; Q05BA5; hit rate 0.01% among 290,000;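 active = EGFP signal decrease of at least 30% at 10 µM or well 3 SD below plate mean, unless failing retest; inactive = the rest, including hits failing retest or dose response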; note: some compounds called inactive have numbers as strong as hits; many of its hits are not listed in these tables
Target sequence (Q05BA5 1-1403): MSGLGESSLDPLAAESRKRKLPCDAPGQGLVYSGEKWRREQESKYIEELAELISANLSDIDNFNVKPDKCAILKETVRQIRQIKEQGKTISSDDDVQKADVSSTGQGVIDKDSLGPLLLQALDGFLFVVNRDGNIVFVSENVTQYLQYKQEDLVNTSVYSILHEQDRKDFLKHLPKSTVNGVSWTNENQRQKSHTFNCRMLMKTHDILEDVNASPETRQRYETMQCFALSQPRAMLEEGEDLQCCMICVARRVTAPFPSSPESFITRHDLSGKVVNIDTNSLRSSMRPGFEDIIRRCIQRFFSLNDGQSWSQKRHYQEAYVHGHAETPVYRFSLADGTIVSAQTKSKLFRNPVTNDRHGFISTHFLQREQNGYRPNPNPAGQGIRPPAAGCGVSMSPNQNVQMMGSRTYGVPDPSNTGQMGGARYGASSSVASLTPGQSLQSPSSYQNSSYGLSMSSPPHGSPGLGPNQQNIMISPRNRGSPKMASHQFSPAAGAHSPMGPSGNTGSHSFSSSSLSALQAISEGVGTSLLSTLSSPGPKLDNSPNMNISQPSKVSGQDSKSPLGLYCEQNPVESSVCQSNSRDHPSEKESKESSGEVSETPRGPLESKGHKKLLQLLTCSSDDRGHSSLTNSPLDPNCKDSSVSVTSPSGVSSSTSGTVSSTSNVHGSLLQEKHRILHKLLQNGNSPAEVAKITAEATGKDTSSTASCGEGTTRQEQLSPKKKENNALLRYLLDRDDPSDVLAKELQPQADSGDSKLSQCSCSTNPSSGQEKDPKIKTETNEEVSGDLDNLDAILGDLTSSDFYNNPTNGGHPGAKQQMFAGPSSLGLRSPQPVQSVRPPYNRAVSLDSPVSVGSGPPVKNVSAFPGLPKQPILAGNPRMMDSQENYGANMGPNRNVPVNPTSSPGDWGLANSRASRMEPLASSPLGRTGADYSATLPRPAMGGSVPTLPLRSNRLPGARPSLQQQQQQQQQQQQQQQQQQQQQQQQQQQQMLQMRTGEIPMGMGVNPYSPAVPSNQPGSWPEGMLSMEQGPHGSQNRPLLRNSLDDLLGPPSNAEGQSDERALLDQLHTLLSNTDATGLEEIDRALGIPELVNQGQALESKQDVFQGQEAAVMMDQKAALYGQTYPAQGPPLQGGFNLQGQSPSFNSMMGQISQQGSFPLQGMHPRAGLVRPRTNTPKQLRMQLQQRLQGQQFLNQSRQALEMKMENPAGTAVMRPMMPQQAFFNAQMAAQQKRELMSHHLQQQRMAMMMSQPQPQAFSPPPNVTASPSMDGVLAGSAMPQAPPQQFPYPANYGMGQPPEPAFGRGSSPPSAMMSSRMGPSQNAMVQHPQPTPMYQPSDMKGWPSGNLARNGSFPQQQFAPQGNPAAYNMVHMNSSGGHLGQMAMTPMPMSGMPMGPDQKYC
GalR3 antag: GalR3 antagonists in HEK293 cells, primary screen, cell-based, fluorescence readout; Galanin receptor type 3 (Homo sapiens), O60755; HEK293 GalR3-CNG cAMP membrane potential fluorescence; galR3 body fused to GalR1 C-terminus; inhibition, % at 3 µM; hit rate 0.44% among 360,000;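 active = inhibition above the screen-wide average plus 3 SD, cut at about 13% in these data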;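 note: forskolin and galanin both at EC90 stimulate the cells; cAMP rise reported by CNG channel membrane potential dye signal; 0% = forskolin plus galanin with DMSO and 100% = forskolin alone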
MEKK3 PB1 HTS: modulators of MEKK3-MEK5 PB1 binding, primary screen, biochemical, wildtype MEKK3, multiplex bead flow cytometry, Alexa488-MEK5; Mitogen-activated protein kinase kinase kinase 3 (Homo sapiens), Q99759; bead-based flow cytometry, Alexa488-MEK5 binding to MEKK3; actives lie on both sides; 0 = blocked by unlabeled MEK5, 100 = vehicle; binding response (% of control), % at 10 µM; hit rate 1.4% among 290,000;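 active = binding response more than 3 SD above or below the average of its plate-row segment, actives on both sides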;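 note: Alexa488 bead fluorescence after subtracting the streptavidin-only scavenger bead signal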
Numbers without * were called inactive; . = not tested or not shown.

SMILES | IDE cell inh | PHOSPHO1 block | CRFR2-BP ag | IDE cell activ | CRFBP-R2 block | CHRM4 PAM | p-CIP stab down | GalR3 antag | MEKK3 PB1 HTS
CCC(C)(C)NC(=O)C(c1ccco1)N(C(=O)c1csnn1)c1cccc(F)c1 (stereo unspecified) | 7 | 0 | -1.1 | 3 | -13 | 11 | -2 | -4 | 100
O=C(C1=C(O)C(=O)N(CCN2CCOCC2)C1c1ccc(Br)cc1)c1cc2ccccc2o1 (stereo unspecified) | 3 | -4 | -1.1 | 0 | -1 | -2 | 11 | -1 | 98
Cc1cc(C)cc(NC(=O)N2CCC(c3nc4ccccc4o3)CC2)c1 | 8 | 35 | -0.5 | -2 | -7 | 4 | -9 | -6 | 95
CCCc1ccc(-c2c(C)sc(NC(=O)c3ccnn3C)c2C#N)cc1 | 0 | 31 | -0.9 | 6 | -14 | -7 | -15 | 5 | 100
COc1ccc(C(C(=O)NCc2ccccc2)N(Cc2ccc3c(c2)OCO3)C(=O)c2cnccn2)cc1 (stereo unspecified) | -5 | 12 | -1.6 | -1 | -28 | -10 | -43 | -14 | 94
COc1c(S(=O)(=O)Nc2cccnc2)ccc(Cl)c1Cl | 0 | 35 | 0.9 | -1 | 4 | -1 | -12 | -1 | 109
COc1ccccc1CN(Cc1nc2ccccc2c(=O)[nH]1)C(=O)Nc1ccccc1 | -4 | 11 | -1.2 | -1 | -7 | -1 | 6 | 0 | 107
CCC(Oc1nc2ccccc2nc1-c1ccccc1NC(C)=O)C(=O)c1ccccc1 (stereo unspecified) | 1 | 22 | -0.8 | 8 | 10 | 33* | -1 | -9 | 102
Cc1nn(C(=O)c2ccco2)c(C)c1Sc1ccc(Br)cc1 | 4 | 6 | 19 | 4 | -23 | 1 | -5 | -3 | .
Cc1ccc(S(=O)(=O)N2C(=O)CCC2C(=O)O/N=C(\N)c2cccc([N+](=O)[O-])c2)cc1 (stereo unspecified) | 1 | 18 | -1.2 | 3 | 10 | -6 | 2 | 3 | 102
O=c1cc(-c2ccc(O)c(O)c2)oc2cc(O)cc(O)c12 | 0 | 40 | 5.3 | -1 | -47 | 9 | -11 | -1 | 84
COc1ccc(CNC(=O)CSc2cccc3cccnc23)cc1 | 1 | 32 | -2.1 | 1 | -2 | -11 | 0 | 5 | 92

5 compounds drawn at random from those above, as already listed:
SMILES | IDE cell inh | PHOSPHO1 block | CRFR2-BP ag | IDE cell activ | CRFBP-R2 block | CHRM4 PAM | p-CIP stab down | GalR3 antag | MEKK3 PB1 HTS
Cc1ccc(S(=O)(=O)N2C(=O)CCC2C(=O)O/N=C(\N)c2cccc([N+](=O)[O-])c2)cc1 (stereo unspecified) | 1 | 18 | -1.2 | 3 | 10 | -6 | 2 | 3 | 102
Cc1nn(C(=O)c2ccco2)c(C)c1Sc1ccc(Br)cc1 | 4 | 6 | 19 | 4 | -23 | 1 | -5 | -3 | .
COc1c(S(=O)(=O)Nc2cccnc2)ccc(Cl)c1Cl | 0 | 35 | 0.9 | -1 | 4 | -1 | -12 | -1 | 109
COc1ccc(C(C(=O)NCc2ccccc2)N(Cc2ccc3c(c2)OCO3)C(=O)c2cnccn2)cc1 (stereo unspecified) | -5 | 12 | -1.6 | -1 | -28 | -10 | -43 | -14 | 94
CCC(Oc1nc2ccccc2nc1-c1ccccc1NC(C)=O)C(=O)c1ccccc1 (stereo unspecified) | 1 | 22 | -0.8 | 8 | 10 | 33* | -1 | -9 | 102

(list continues)
SMILES | IDE cell inh | PHOSPHO1 block | CRFR2-BP ag | IDE cell activ | CRFBP-R2 block | CHRM4 PAM | p-CIP stab down | GalR3 antag | MEKK3 PB1 HTS
COc1ccc(C(=O)N(Cc2ccccc2)c2cccc(C)c2)cc1 | . | 20 | 0.1 | 3 | 0 | -6 | -8 | -2 | 95
Cc1ccc(NC(=O)CSc2ccc(-c3ccccn3)nn2)cc1F | -1 | 47 | -2.9 | -2 | -2 | -4 | -3 | -4 | 102
COc1ccc(OC)c(/C=N\NC(=O)CSc2nnc(CCCc3ccc(OC)c(C)c3)o2)c1 | -1 | -3 | -0.1 | 6 | 31 | -6 | -16 | -7 | 102
Cc1ccc(Nc2nc(C)nc3c2oc2ccccc23)cc1 | 1 | 20 | -1.5 | -4 | -1 | 10 | -1 | -7 | 108
O=C(NCC(O)c1ccccc1)c1ccc(Cl)c(S(=O)(=O)N2CCCC2)c1 (stereo unspecified) | -1 | . | 2.7 | 4 | -5 | -7 | . | . | .
COc1cccc(S(=O)(=O)NC2CCN(C#N)C2)c1 (stereo unspecified) | 6 | . | -0.8 | 0 | -10 | 6 | . | -4 | .
CN1CCN2c3ncccc3Cc3ccccc3C2C1 (stereo unspecified) | 4 | . | -0.9 | 1 | -21 | -13 | . | . | 110
CCCC(=O)Nc1nn(C)c2nc3c(C)cccc3cc12 | 8 | 1 | -0.8 | -2 | -11 | -2 | -13 | 0 | 101
Cn1c(SCC(=O)Nc2ccc(Cl)cc2)nnc1C1CC1 | -5 | 0 | -0.4 | -1 | -3 | 8 | 6 | -5 | 96
Cc1cccc(N(C(=O)CNC(=O)c2ccco2)C(C(=O)NCC2CCCO2)c2ccccc2)c1 (stereo unspecified) | 0 | 53 | -0.1 | 6 | 6 | -6 | -9 | 2 | 104
COc1ccc(OCCOC(=O)c2[nH]c(C)c(C(C)=O)c2C)cc1 | 5 | 38 | 0.0 | 2 | -5 | -5 | -16 | 16* | 106
CCCN(C(=O)Cn1c(C(F)(F)F)nc2ccccc21)C1CCS(=O)(=O)C1 (stereo unspecified) | -2 | . | -0.3 | -3 | 14 | 1 | . | -2 | .
COC(=O)C(NC(=O)c1ccccc1)(Nc1nccs1)C(F)(F)F (stereo unspecified) | 4 | -8 | 0.7 | 6 | 2 | 11 | -12 | 0 | 99
COCCn1c(-c2ccsc2)nc2c1c(=O)[nH]c(=O)n2CC(C)C | -2 | -7 | 48 | -7 | 51* | 4 | -4 | -1 | 92
CCC1NC(=O)c2cccnc2-n2c1nc1cc(OC)c(OC)cc1c2=O (stereo unspecified) | . | . | -0.8 | . | 7 | 2 | . | -6 | .
FC(F)(F)c1ccc(CN2CCN(Cc3ccco3)CC2)cc1 | -4 | 34 | 1.0 | -4 | 17 | 7 | -9 | -9 | 111
CCCN1Cc2cccc(C(=O)Nc3ccc4c(c3)OCO4)c2C1=O | -2 | -10 | 0.4 | 3 | 7 | -2 | 1 | 0 | .
CC(Sc1nnc(-c2ccco2)n1-c1ccccc1)C(=O)NCC1CCCO1 (stereo unspecified) | -5 | . | -1.2 | 7 | 0 | 2 | . | -7 | .
COc1ccc2cc(Br)ccc2c1CC(=O)NC(C)(C)C | 3 | 3 | -0.3 | -4 | -16 | -4 | -9 | -1 | 92
O=[N+]([O-])c1ccc(-n2cnc3ccccc32)c([N+](=O)[O-])c1 | -5 | -13 | 8.9 | -4 | -30 | 0 | 7 | -1 | 102
C=CCc1ccc(OC(=O)c2ccccc2)c(OC)c1 | -4 | 44 | -1.6 | 11 | 10 | 7 | -3 | -1 | 104
OCCC1CN(Cc2cnc(-c3ccccc3)s2)CCN1C1CCCC1 (stereo unspecified) | 1 | 34 | -1.4 | 4 | 1 | -18 | -5 | -2 | 108
COc1ccc(CC(=O)Nc2cccc(S(=O)(=O)N3CCCCCC3)c2)cc1OC | 1 | 7 | 0.9 | 0 | -5 | -11 | -2 | 104* | 106
Cc1ccsc1/C=N/N1CCN(c2ccccc2)CC1 | 5 | 32 | -0.6 | 7 | -18 | 0 | 5 | -3 | 102
CC1CN(c2nc(-c3ccccc3)nnc2-c2ccccc2)CC(C)O1 (stereo unspecified) | 3 | 23 | 0.8 | -2 | 4 | 1 | -1 | -3 | 105
Cc1ccc(-c2c(NC(=O)C(C)C)n(C)c3ccccc3c2=O)cc1 | . | 36 | -0.8 | 3 | 24 | -3 | -3 | -10 | 108
CN(/N=C/c1c[nH]c2ccccc12)c1cnn(-c2ccc(F)c(Cl)c2)c(=O)c1Cl | 5 | 18 | 3.2 | 6 | 13 | -10 | 5 | -5 | 97
CC1CN(C(=O)/C=C/c2ccc([N+](=O)[O-])s2)CC(C)O1 (stereo unspecified) | 1 | 16 | -0.2 | 1 | -7 | -2 | -8 | -4 | 91
CCOc1c(Cl)cc(C(=O)Nc2ccccc2C(=O)O)cc1Cl | -1 | 19 | 8.5 | 2 | 5 | 6 | 15 | -1 | 98
O=C(CN1CCN(S(=O)(=O)c2ccc(Br)cc2)CC1)N/N=C/c1ccc(Cl)c([N+](=O)[O-])c1 | -3 | -2 | 0.5 | -5 | -36 | -6 | 3 | -4 | 110
CCN(CC)S(=O)(=O)c1ccc(OC)c(NC(=O)COc2ccccc2[N+](=O)[O-])c1 | 12 | 27 | 0.7 | 0 | 1 | 4 | -6 | -4 | 98
COc1ccc(CCNCCC(c2ccccc2)c2ccccc2)cc1OC | . | . | -1.1 | . | -23 | -9 | . | -4 | .
CCCc1nnc(NC(=O)CCC(=O)NC2CCCC2)s1 | -15 | 10 | -1.9 | 2 | -3 | 4 | -2 | 1 | 100
CCCCN(CCNP(=O)(OCC)OCC)CP(=O)(OCC)OCC | 2 | 37 | -0.1 | 6 | 1 | 14 | -4 | 5 | 108
COc1ccc(CC(NC(C)=O)C(=O)NC2CCN(c3nc(C)cc(C)c3C#N)CC2)c(OC)c1 (stereo unspecified) | 6 | -14 | 1.5 | 1 | -12 | 2 | 2 | -2 | 107
Cc1cc2nc(N)sc2cc1C | 2 | 12 | -1.3 | 8 | -4 | 9 | 3 | -4 | 102
CCN(CC)C1CCN(C(=O)CCn2nnnc2CN2CCOCC2)C1 (stereo unspecified) | 4 | 19 | -1.5 | 2 | 0 | 2 | 7 | 0 | 103
Cc1cccc(N=c2c([N+](=O)[O-])nn(-c3ccc(Cl)cc3)n2O)c1 | 0 | -8 | 3.5 | -2 | 18 | 1 | 4 | 4 | 105
COCc1c(CCl)cnc(C)c1O | 8 | 3 | 0.0 | 4 | 2 | 0 | -4 | -5 | 87
COc1ccc(NS(=O)(=O)c2cc(NC(=O)c3ccc(=O)[nH]n3)ccc2N2CCOCC2)cc1 | -1 | . | 0.3 | 5 | 0 | -5 | . | -2 | .
Cc1[nH]c(=O)[nH]c(=O)c1S(=O)(=O)N1CCN(c2ccccc2F)CC1 | 2 | 18 | -1.0 | -4 | -5 | -2 | -5 | -6 | 99
O=C1OCCC1Sc1nc(-c2ccccc2)cs1 (stereo unspecified) | 5 | -3 | -0.5 | 0 | 10 | 6 | -19 | -3 | 101
O=C(O)CCCNS(=O)(=O)c1cccc2nsnc12 | 1 | 10 | 1.4 | 1 | 8 | 0 | -18 | -2 | 96
CN(CC(=O)Nc1cccc(F)c1)C(=O)c1ccc(N2CCCCC2)c([N+](=O)[O-])c1 | -4 | . | 0.1 | 3 | -5 | -4 | . | -6 | .
CSc1ccc(C2CC(=O)Nc3c2c(=O)n(C)c(=O)n3C)cc1 (stereo unspecified) | -3 | 32 | 8.6 | 4 | 21 | 8 | -7 | -5 | 97
COc1ccc(/C(O)=C2/C(=O)C(=O)N(c3ccccn3)C2c2ccc(OC)c(OC)c2)cc1 (stereo unspecified) | 1 | 20 | -2.0 | 0 | 6 | -7 | 10 | 6 | 99
